Hsp70 displacement: Hsp70 inhibitors, probe displacement, primary screen, biochemical, fluorescence polarization (AID 583); Heat shock 70 kDa protein 1A (Homo sapiens); Hsp70 fluorescence polarization probe displacement, mP; higher % means a stronger effect; displacement, % at 20 µM; hits with a dose series show IC50 in µM; 0.06% of 140,000 active; in the data active = displacement above about 50%;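 also: plate controls were vehicle for no effect and reference ligand for full effect; a part of the inactive calls stands beside numbers as strong as those of hits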
MKP-3 inhibition: MKP-3 phosphatase inhibitors, primary screen, biochemical, rat enzyme, in vitro (AID 425) | Dual specificity protein phosphatase 6 (Rattus norvegicus) | recombinant MKP-3 phosphatase activity, fluorescence; higher % means a stronger effect | one-dose inhibition, % at 20 µM; IC50 in µM for titrated hits | 0.17% of 110,000 active; in the data active = inhibition above about 50%;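 also: plate controls were vehicle for no effect and reference inhibitor for full effect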
Active calls of the source: *; . = no result given; & = joins results of further samples. Not all compounds are listed; rates above refer to the full screens.

MKP-3 inhibition | Hsp70 displacement | SMILES
9% | 1.1% | COc1ccc(-c2noc(CSc3nc4ccccc4c(=O)n3-c3ccccc3)n2)cc1OC
-14% | -1.2% | COc1ccc(S(=O)(=O)Nc2cc(Cl)ccc2OC)cc1
3% | -0.3% | Cc1ccc(OCC(=O)Nc2ccccc2Cl)c(C)c1
-11% | -1.9% | CC(NS(=O)(=O)c1ccc(CCC(=O)N2CCN(C)CC2)cc1)c1ccccc1 (centres undefined)
3% | -0.9% | Cc1ccc(N2C(=O)CC(N3CCC(C(N)=O)CC3)C2=O)c(Br)c1 (centres undefined)
13%&0% | 0.2%&-2.5% | CC(=O)CCc1oc2ccc(NC(C)=O)cc2c1-c1ccc(C)o1
0% | 0.2% | Cc1cc(C(=O)Nc2ccc(S(=O)(=O)Nc3nccs3)cc2)ccc1[N+](=O)[O-]
. | 1.3% | O=C(COC(=O)c1cccc2ccccc12)Nc1ncc(C(F)(F)F)cc1Cl
1% | 5.0% | CCOC(=O)CSc1nc2c(c(=O)n1-c1ccc(OC)cc1)SCC2
-2% | -4.7% | Cc1cc(C(=O)Nc2cccc3ccccc23)c(C)o1
0% | 2.8% | O=C(O)Cc1csc2ccccc12
4% | -2.7% | COc1ccc(OC)c(NC(=O)C(=O)NNS(=O)(=O)c2ccccc2)c1
-9% | 2.7% | CCN(CC)CCOC(=O)c1c(C)oc2ccc(OC)cc12
-1% | -2.5% | CC(=O)Nc1ccc(S(=O)(=O)N2CCCc3ccccc32)cc1
-8% | -2.2% | Cc1cc(C)n(C(=O)c2cc3sccc3[nH]2)n1
1% | -0.4% | O=C1N=c2ccccc2=C1c1c(O)n(-c2ccc(Cl)c(Cl)c2)[nH]c1=O
. | 20% | CCCn1c(SCc2ccon2)nc2ccccc2c1=O
. | -3.6% | CC(=O)c1ccc2c3c(cccc13)CC2
3% | 0.0% | O=C(NCCCNc1ccc([N+](=O)[O-])cc1)c1ccccc1F
4% | -1.6% | COC(=O)c1c(-c2ccccc2)csc1NC(=O)c1ccco1

Individual results from the results shown:
CCN(CC)CCOC(=O)c1c(C)oc2ccc(OC)cc12 in MKP-3 inhibition reads -9%
O=C(O)Cc1csc2ccccc12 in Hsp70 displacement reads 2.8%

Next part:
MKP-3 inhibition | Hsp70 displacement | SMILES
31%&0% | 0.6%&1.2% | c1coc(CNc2ncnc3c2oc2ccccc23)c1
-4% | 8.6% | COC(=O)c1ccc(O)c(Sc2cc(C(=O)OC)ccc2O)c1
-6% | -0.9% | COc1ccc(C(=O)Oc2c(CN3CCOCC3)cc(Cl)c3cccnc23)cc1OC
-4% | 5.7% | O=C(CSc1ccc(-c2nc3ccccc3[nH]2)cn1)N1CCN(C(=O)c2ccco2)CC1
-1% | 1.5% | O=C(c1ccc(Cl)c(Cl)c1)N1CCN(c2ccccc2)CC1
-6% | 6.1% | CCn1c(=O)n(CC)c2cc(S(=O)(=O)Nc3ccccc3C)c(C)cc21
. | 0.1% | CC(C)Cn1c(C(C)C)nc([N+](=O)[O-])c1Sc1ccc(Cl)cn1
3% | -2.3% | CCOC(=O)C1=C(CS(=O)(=O)c2ccccc2)NC(=O)NC1c1ccccc1 (centres undefined)
3% | 1.9% | C/C(=N\N=C1\NC(=O)C(CC(=O)Nc2ccc(Cl)c(Cl)c2)S1)c1ccco1 (centres undefined)
5% | 0.4% | O=C(/C=C/c1ccco1)c1cccs1
3% | -2.7% | CC1=C(C(=O)OCCOc2ccccc2)Sc2ccccc2N1
-1% | -2.1% | Cc1cc(C(=O)O)c(S(C)(=O)=O)s1
4% | -3.2% | COc1cccc(-c2ncnn2-c2ccc(C)c(Cl)c2)c1OC
-9% | 4.5% | CC(C)(C)c1ccc(OCC(=O)NCc2ccco2)cc1
4% | -3.9% | NC(=O)c1ccc(CN2CCC(Cc3ccccc3)CC2)cc1
. | -6.7% | CCCOC(=O)c1ccc(Nc2nc(C)cc(=O)[nH]2)cc1
-7% | 3.2% | CCOC(=O)c1ccc(N2CN=C3SCC(=O)N3C2)cc1
40% | 5.6% | CCS(=O)(=O)Nc1ccc(-c2nnc(SCC(=O)c3ccc(NC(C)=O)c(OC)c3)o2)cc1
-7% | 2.2% | O=C1CSC(c2cccnc2)N1C1CCCCC1 (centres undefined)
2% | 7.2% | COc1ccc2oc(C)c(C(C)=O)c2c1
. | -2.0% | O=C(CSc1nc2cccnc2n1Cc1ccccc1)N1CCCC1
. | 2.7% | O=C(Nc1ccc(N2CCOCC2)c(Cl)c1)c1cccnc1Cl
-6% | -0.4% | CCCc1nnc(NC(=O)c2cc(OC)cc(OC)c2)s1
7% | -4.5% | COc1ccccc1-c1cc(C(=O)NC(C)C)no1
2% | -2.8% | O=C(Cn1cnc2ccccc21)N=Nc1c(O)[nH]c2ccccc12
2% | -3.3% | COc1ccc(-c2nc3cc(NC(=O)c4cccc([N+](=O)[O-])c4C)ccc3o2)cc1Br
-3% | -0.8% | CCOc1cc(NC(=O)c2ccco2)c(OCC)cc1NC(=O)CCc1ccc(OC)cc1
. | -0.5% | O=C(CN1CCN(C(=O)c2ccco2)CC1)Nc1ccc2c(c1)OCO2
-1% | 1.4% | N#Cc1cc2c(=O)n3ccccc3nc2n(CCN2CCOCC2)c1=O
2% | -7.4% | CCC1CCCCN1CCCCOc1cccc(Cl)c1 (centres undefined)
3% | 6.0% | COC(=O)C1=C(C)N(c2ccc(C)cc2)C(=O)/C1=C\c1cccc(OC)c1O
-6% | -0.4% | CCOC(=O)c1cnc(SCC(=O)N2CCc3ccccc32)nc1N
-9%&4% | -2.5%&-1.3% | CCCN(CCC)CCSc1nc(O)c(C(C)C)c(=O)[nH]1
. | 1.1% | Cc1cccc(N(CC(N)=O)C2SC(=O)NC2=O)c1 (centres undefined)
2% | -0.4% | O=C(N=Nc1c(O)n(CN2CCCCC2)c2ccc(Br)cc12)c1cccnc1
7% | -6.5% | Cc1c(C(=O)O)[nH]c2c1C(=O)CC(c1ccc(Cl)cc1)C2 (centres undefined)
. | 3.8% | COc1ccc(-c2nnn(CCc3nn[nH]n3)n2)cc1
4% | -0.4% | Cc1coc2cc3oc(=O)cc(C)c3cc12
-1% | -2.0% | CCOc1cccc2c1N(C(=O)c1ccc(C)cc1)C(C)(C)C(=S)C2=C1SC(C(=O)OC)=C(C(=O)OC)S1
1% | 12% | Cc1ccc2[nH]c3c(c2c1)CCCC3C(N)=O (centres undefined)
0% | 0.2% | Cc1[nH]n(-c2ccccc2)c(=O)c1N=Nc1ccccc1Br
0% | -3.6% | COCCCN1C(=O)C(=O)/C(=C(/O)c2ccc(OCC(C)C)cc2C)C1c1cccnc1 (centres undefined)
4% | -1.0% | Cc1onc(-c2ccccc2)c1C(=O)NCC1CCCO1 (centres undefined)
3% | 0.0% | CC(=O)c1c(OC(=O)c2ccc(Cl)cc2[N+](=O)[O-])ccc2c(C)cc(=O)oc12
9% | . | COc1ccc(-c2noc(CCC(=O)NCCCN3CCC(C)CC3)n2)cc1
-11% | 0.4% | COc1ccc(-c2nc(C#N)c(N3CCCCCC3)o2)cc1OC
. | -2.9% | Cc1c(C(=O)NCCN2CCOCC2)sc2nc(-c3ccc(F)cc3)cn12
8% | -0.5% | O=C(NCc1ccccc1)c1noc2c1CCCCC2
-8% | . | Cc1ccc(NC2=CC(=O)CCC2)cc1C
0% | 6.6% | Cc1ccc(CN2CCN(N=Cc3cccc(Br)c3)CC2)c(C)c1

More compounds follow.
MKP-3 inhibition | Hsp70 displacement | SMILES
1% | -0.1% | CC(=O)c1sc(Nc2ccc(Br)cc2)nc1C
0% | 1.7% | COCCCN1CC23C=CC(O2)C(C(=O)O)C3C1=O (centres undefined)
-6% | -5.1% | COc1ccc(N2CCN(C(=O)c3ccc4nc(N5CCCCC5)sc4c3)CC2)cc1
5% | 0.0% | COc1ccc(Br)c(C(=O)Nn2c(C)nc3ccccc3c2=O)c1
9% | -1.6% | c1cc2c(cc1-c1nnc(-c3ccc4c(c3)OCO4)o1)OCO2
-12% | -3.6% | CCCc1[nH]nc2c1C(c1ccccc1OC)C(C#N)=C(N)O2 (centres undefined)
4% | -4.7% | C=C/C(=C\C=C(/C)F)NC(=O)/C(C#N)=C\c1cc(Cl)cc(Cl)c1Cl
4% | -2.0% | CCOC(=O)C(C#N)C1(c2ccc(OC)cc2)CCOC(C)(CC)C1 (centres undefined)
. | -1.8% | COc1ccc(CCC(=O)Nc2nc3ccccc3[nH]2)cc1OC
0% | . | Cn1cc(S(=O)(=O)N2CCN(c3cccc(C(F)(F)F)c3)CC2)c(=O)n(C)c1=O
-1% | 0.6% | Nc1ccc(S(=O)(=O)Nc2ccccn2)cc1
0% | 4.2% | CC(=O)Nc1cc(C(F)(F)F)cc(C(F)(F)F)c1
1% | -4.8% | COc1cc(C2/C(=C(/O)c3ccccc3)C(=O)C(=O)N2c2cccc(C(F)(F)F)c2)ccc1O (centres undefined)
2% | -9.7% | O=S(=O)(Nc1ccc(-c2nc3cccnc3s2)cc1)c1cccs1
0% | 0.5% | CCCCNc1cc(=O)n(C)c(=O)[nH]1
0% | 3.4% | O=C(Nc1ccc(-c2cnc(-c3ccc(NC(=O)c4ccco4)cc3)nc2)cc1)c1ccco1
. | 1.2% | O=C(CNC(=O)c1ccc(Br)o1)NCc1ccc2c(c1)OCO2
. | 4.7% | CCCn1c(=O)[nH]c(=O)c2c1nc(-c1ccc(OC(F)(F)C(F)C(F)(F)F)cc1)n2CCOC (centres undefined)
-8% | -4.4% | Cc1ccc2cc(CN(CC3CCCO3)S(=O)(=O)c3c(C)ccc4nsnc34)c(=O)[nH]c2c1 (centres undefined)
-4% | -0.9% | O=C(COc1ccc(S(=O)(=O)N2CCCCC2)cc1)N1CCCCCC1

Shown as a markdown table: part of the list above.
| Compound | MKP-3 inhibition | Hsp70 displacement |
| --- | --- | --- |
| NC(=O)c1ccc(CN2CCC(Cc3ccccc3)CC2)cc1 | 4% | -3.9% |
| CCCOC(=O)c1ccc(Nc2nc(C)cc(=O)[nH]2)cc1 | . | -6.7% |
| CCOC(=O)c1ccc(N2CN=C3SCC(=O)N3C2)cc1 | -7% | 3.2% |
| CCS(=O)(=O)Nc1ccc(-c2nnc(SCC(=O)c3ccc(NC(C)=O)c(OC)c3)o2)cc1 | 40% | 5.6% |
| O=C1CSC(c2cccnc2)N1C1CCCCC1 (centres undefined) | -7% | 2.2% |
| COc1ccc2oc(C)c(C(C)=O)c2c1 | 2% | 7.2% |
| O=C(CSc1nc2cccnc2n1Cc1ccccc1)N1CCCC1 | . | -2.0% |
| O=C(Nc1ccc(N2CCOCC2)c(Cl)c1)c1cccnc1Cl | . | 2.7% |
| CCCc1nnc(NC(=O)c2cc(OC)cc(OC)c2)s1 | -6% | -0.4% |
| COc1ccccc1-c1cc(C(=O)NC(C)C)no1 | 7% | -4.5% |
| O=C(Cn1cnc2ccccc21)N=Nc1c(O)[nH]c2ccccc12 | 2% | -2.8% |
| COc1ccc(-c2nc3cc(NC(=O)c4cccc([N+](=O)[O-])c4C)ccc3o2)cc1Br | 2% | -3.3% |
| CCOc1cc(NC(=O)c2ccco2)c(OCC)cc1NC(=O)CCc1ccc(OC)cc1 | -3% | -0.8% |
| O=C(CN1CCN(C(=O)c2ccco2)CC1)Nc1ccc2c(c1)OCO2 | . | -0.5% |
| N#Cc1cc2c(=O)n3ccccc3nc2n(CCN2CCOCC2)c1=O | -1% | 1.4% |

The results go on.
MKP-3 inhibition | Hsp70 displacement | SMILES
0% | 2.9% | COC(=O)c1c(NC(=O)c2cccc(F)c2)sc2c1CCC(C)C2 (centres undefined)
. | 7.2% | CCOC(=O)C(C(=O)Nc1cccc(C)c1)C1CCCCC1 (centres undefined)
0% | 2.5% | COc1cc(/C=C2\C(=O)N(c3ccc(S(N)(=O)=O)cc3)N=C2C)cc(Cl)c1OCc1ccccc1
. | -1.6% | Cc1ccc(Nc2nc(=O)[nH]nc2C)cc1
3% | -1.6% | CCOc1ccc2nc(NC(=O)C(c3ccccc3)c3ccccc3)sc2c1
-7% | -0.7% | c1ccc2c(c1)NC1(CCCCC1)n1c-2nc2ccccc21
-11% | -4.2% | CCOc1ccc(N(CC(=O)N2CC=C(c3ccccc3)CC2)S(=O)(=O)c2c(C)noc2C)cc1
0% | 0.1% | Cc1ccc(Cl)cc1NC(=O)c1cnccn1
-2% | -2.2% | CC(C)CC(NC(=O)OC(C)(C)C)C(=O)NCc1ccccc1 (centres undefined)
2% | 1.4% | COc1ccc(-c2nc3cc(N)ccc3o2)cc1OC
-11% | -4.6% | O=C(OCCN1CCCCC1)c1ccccc1Cl
-4% | -3.9% | O=C(Cn1cnc2ccccc2c1=O)NCCC(=O)N1CCN(Cc2ccccc2)CC1
0% | 1.6% | CCOc1ccc(Oc2cc(NC(=O)c3ccco3)cc([N+](=O)[O-])c2)cc1
8% | 6.2% | O=C1CCCC2=C1C(c1ccco1)Nc1ccccc1N2 (centres undefined)
5% | 0.8% | Cn1c2ccccc2c2nnc(SCc3ccccc3Cl)nc21
5% | 2.9% | CC(C)C(NC(=O)CC12CC3CC(CC(C3)C1)C2)C(=O)O (centres undefined)
. | -0.4% | N#Cc1ccccc1Cn1cc(C#N)c2ccccc21
0% | 2.6% | NC(=O)c1ccccc1N=Cc1ccco1
0% | -1.6% | COc1ccc(S(=O)(=O)N2CCN(Cc3cccnc3)CC2)cc1
3% | 6.1% | O=S(=O)(c1ccc(Cl)cc1)N1CCN(C/C=C/c2ccccc2)CC1
4% | -21% | Cc1ccc(/C=C(/C#N)C(=O)Nc2cccc(Br)c2)o1
2% | -3.0% | O=C(NCc1cccnc1)C(=O)Nc1ccccc1Cl
. | -4.0% | O=C(c1ccc(Br)o1)N1CCCc2ccccc21
-13% | -3.8% | CCOC(=O)N1CCC(NC(=O)c2sc(-n3cccc3)nc2C)CC1
-12% | 2.0% | COc1cc(CNc2ccc3[nH]c(=O)[nH]c3c2)ccc1OCC(=O)NC(C)(C)C
1% | 3.7% | O=C(NCc1ccc2c(c1)OCO2)c1ccccc1F

High-throughput results as filed in PubChem BioAssay.
